Screening results from PubChem.
Glyco luc inh = blocks N-linked glycosylation in D54 reporter cells; D54 ERlucT glycosylation luciferase reporter, 24 h; percent of 100 nM tunicamycin response; reporter increase, % at 12.5 µM; 360,000 compounds, 0.23% hits;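 active means mean luciferase reporter signal, scaled so untreated is 0 and the glycosylation-blocking control 100, at or above a set limit in every replicate; inconclusive means mean reaches the limit but not every replicate does; inactive means mean below the limit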;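 further: luciferase carries N-glycosylation sites so blocking glycosylation raises the light; 0% = median of neutral control wells and 100% = median of 100 nM tunicamycin wells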
ABCB6 inh MLPCN = inhibitors of human ABC transporter ABCB6 | AID 602162 | Q9NP58 | 360,000 compounds, 0.19% hits | fluorescence ratio to DMSO, % at 10 µM | K562-ABCB6 porphyrin accumulation, flow cytometry, 1 h; active compounds read low;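 active means fluorescence ratio to DMSO below 75%, the collection mean minus 3 SD; inconclusive means too few cells collected in the well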;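 further: signal is porphyrin accumulated inside mitochondria; 100% equals median channel fluorescence of DMSO control wells; lower ratio means ABCB6 inhibition with less porphyrin fluorescence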
H9c2 protect = modulators protecting cardiomyocytes from myocardial damage. 360,000 compounds, 0.63% hits. H9c2 cardiomyocytes, H2O2 injury protection, ATPLite, 2 h. AID 588492. protection from H2O2 cell death, % at 20 µM;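 active means compounds giving at least 50% protection of heart cells from peroxide-induced death in the single-dose screen, raw or plate-pattern-corrected value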;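 further: 0% = DMSO wells with peroxide and 100% = DMSO wells without peroxide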
HTR2A ag = mouse HTR2A agonism via beta-arrestin recruitment; P35363; activation, % at 7.6 µM; 360,000 compounds, 0.66% hits; CHO-K1 mHTR2A beta-arrestin complementation, luminescence; percent of 30 µM serotonin response;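 active means activation above a run cutoff, the mean activation of all tested compounds plus 3 SD, cut at about 14% in these data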;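 further: 0% = plate median of compound wells and 100% = 30 µM serotonin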
aDG glyco act = increases alpha dystroglycan glycosylation; 360,000 compounds, 0.22% hits; AID 624168; Pro5-aDG cells, alpha-DG glycosylation AlphaScreen (IIH6); 0% Pro5, 100% B10-LARGE cell signal; activation, % at 10 µM;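 active means activation of at least 8% versus controls, or a plate z-score of at least 8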;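 further: Pro5 are CHO cells carrying HIG-tagged alpha-DG that lacks glycosylation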
ABHD5-PLIN5 inh = inhibitors of human ABHD5-perilipin-5 interaction; Split G. princeps luciferase complementation, luminescence, 4 h; 360,000 compounds, 0.78% hits; inhibition, % at 4 µM; Q00G26+Q8WTS1; AID 602281;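 active means inhibition above the mean inhibition across every tested compound plus 3 SD, cut at about 22% in these data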;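 further: 0% = DMSO only wells and the 100% control is not disclosed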
Target sequence (Q00G26 whole entry, looked up): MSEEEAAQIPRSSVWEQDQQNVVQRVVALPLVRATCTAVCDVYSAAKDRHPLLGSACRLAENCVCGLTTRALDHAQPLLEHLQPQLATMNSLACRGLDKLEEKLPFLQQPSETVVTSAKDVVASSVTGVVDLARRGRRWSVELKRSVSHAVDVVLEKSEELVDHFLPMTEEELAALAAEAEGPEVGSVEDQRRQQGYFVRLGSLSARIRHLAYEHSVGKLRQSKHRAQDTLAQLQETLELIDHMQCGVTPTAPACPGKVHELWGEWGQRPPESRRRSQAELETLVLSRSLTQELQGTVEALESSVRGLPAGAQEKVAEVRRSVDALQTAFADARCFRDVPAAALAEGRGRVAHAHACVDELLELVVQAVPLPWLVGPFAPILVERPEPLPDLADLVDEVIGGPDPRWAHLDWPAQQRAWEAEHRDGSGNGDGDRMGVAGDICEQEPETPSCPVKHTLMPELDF
Target sequence (Q8WTS1 whole entry, looked up): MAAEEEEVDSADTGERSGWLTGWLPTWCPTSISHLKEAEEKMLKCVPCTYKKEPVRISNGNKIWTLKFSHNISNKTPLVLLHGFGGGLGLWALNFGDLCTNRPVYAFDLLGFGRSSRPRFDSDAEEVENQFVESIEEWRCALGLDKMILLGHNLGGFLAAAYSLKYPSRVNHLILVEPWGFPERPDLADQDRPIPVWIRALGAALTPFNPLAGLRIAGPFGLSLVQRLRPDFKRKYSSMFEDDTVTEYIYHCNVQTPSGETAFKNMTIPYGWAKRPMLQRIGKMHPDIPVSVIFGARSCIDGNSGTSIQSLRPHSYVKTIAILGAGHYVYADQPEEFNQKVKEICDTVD
iPSC survival up = enhancers of human iPSC single-cell survival | AID 602274 | hiPSC single-cell survival, ATPlite luminescence; 100% = ROCK inhibitor wells, 0% = DMSO | 360,000 compounds, 0.044% hits | survival enhancement, % at 20 µM; in the data active means survival enhancement above about 18%;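 further: cells exposed to compounds for 16 hours before the ATP read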
MC4R barr agon = human MC4R agonism via beta-arrestin; P32245; U2OS MC4R beta-arrestin complementation, luminescence; percent of melanotan II response, DMSO zero; activation, % at 8.9 µM; 360,000 compounds, 0.98% hits; AID 540308;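 active means activation above a per-plate cutoff, the mean activation of sample wells on that plate plus 3 SD, cut at about 8% in these data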
Exocytosis inh = lytic granule exocytosis inhibition; TALL-104 LAMP-1 surface exposure, flow cytometry; cells stimulated with thapsigargin and PMA; 360,000 compounds, 0.66% hits; inhibition, % at 10 µM;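 active means inhibition above about 55%, limit read from the data; inconclusive means no clear call, values can overlap the other calls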
MC4R antag cAMP = human MC4R antagonism in cAMP assay. P32245. MC4R-expressing cells, MTII-stimulated cAMP, LANCE TR-FRET. inhibition, % at 6.5 µM. 360,000 compounds, 0.48% hits. AID 540295;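 active means inhibition above its plate's cutoff, the mean of tested wells on that plate plus 3 SD, cut at about 29% in these data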;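 further: 0% = Melanotan II alone and 100% = Melanotan II plus saturating MCL0020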
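Material: U2OS-MC4R stable cell line | Reagent: Melanotan II challenge after compound preincubation | Doses: One concentration, 6.5 µM nominal | Incubation: 30-min compound preincubation, 1-h Melanotan II challenge, 1-h detection, room temperature | Signal: TR-FRET cAMP assay | Replicates: One well per compound, no replicates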
An asterisk follows results filed as active; ? = inconclusive.

SMILES	Glyco luc inh	ABCB6 inh MLPCN	H9c2 protect	HTR2A ag	aDG glyco act	ABHD5-PLIN5 inh	iPSC survival up	MC4R barr agon	Exocytosis inh	MC4R antag cAMP
Cc1ccc(S(=O)(=O)Nc2ccc3c(c2)CCC3)cc1C	-2	96	-13	-3	0.1	-4	0.5	-0.1	-2	0
CCOC(=O)C(NC(=O)c1ccccc1)(Nc1nnc(C)s1)C(F)(F)F (stereo not drawn)	1	98	4	5	-0.1	8	0.8	1.3	-4	3
COC(=O)c1cc(C#N)c(NCc2ccccc2)nc1C	-1	99	-12	3	-0.1	7	0.6	1.1	-2	3
COCCN1C(=O)N(c2ccccc2)C(=O)C1CC(=O)Nc1cc(OC)cc(OC)c1 (stereo not drawn)	1	93	5	-1	-0.1	13	-0.5	-1.7	5	3
COc1ccccc1CN1CC(C(=O)N2CCCCO2)CCC1=O (stereo not drawn)	2	103	0	0	0.0	-4	-0.3	-1.4	-6	2
CN1CCN(c2ccc(NC(=O)c3ccc(C#N)cc3F)cc2Cl)CC1	-2	96	-4	-8	0.1	0	-0.7	1.6	6	15
CC(c1ccccc1)C1CC(=O)N(c2ccc([N+](=O)[O-])cc2)C1=O (stereo not drawn)	2	105	-4	-5	-0.1	-2	0.2	-2.3	50	2
CC1CCC(C(C)C)C(OCC(O)CNC(C)(C)C)C1 (stereo not drawn)	-1	102	5	2	1.0	0	-0.5	-2.0	2	-2
O=C(NCc1ccccn1)c1ccc(OC2CCN(Cc3ccc(Cl)s3)CC2)cc1	-4	95	-6	-11	0.6	1	-0.2	-0.4	-9	19
Cn1cc(S(=O)(=O)Nc2ccc(F)c(Cl)c2)c(=O)n(C)c1=O	4	100	4	-6	-0.2	4	-0.4	-0.9	1	11
CN(C)CCP(=O)(c1ccccc1)c1ccccc1	-4	96	3	-3	0.8	-3	0.4	0.3	-1	19
O=C(COC(=O)c1ccc([N+](=O)[O-])o1)NC1CCCc2ccccc21 (stereo not drawn)	2	100	41	-5	0.2	-4	-0.1	-2.8	12	-3
COc1cc(NC(=O)c2n[nH]c(=O)c3ccccc23)cc(OC)c1	0	98	18	5	0.1	-6	-0.7	-1.0	-1	15
CC(C)c1ccc(C(=O)Nc2ccc(S(=O)(=O)NC3=NCCCCC3)cc2)cc1	-5	80	-4	-3	0.2	-4	0.7	0.1	-27	9
CCOc1ccc(NS(=O)(=O)c2ccc3[nH]cc(C(=O)NCCOC)c(=O)c3c2)cc1	-1	89	-2	-2	0.0	-4	-0.3	-1.3	-1	0
COC(=O)C(C)N1CCC(=O)c2ccccc2S1(=O)=O (stereo not drawn)	1	100	3	-2	0.3	13	-1.8	0.0	2	8
CCOC(=O)c1cnc2c([N+](=O)[O-])cnn2c1C	1	96	-1	1	0.0	5	0.2	-0.2	-6	4
COc1ccc(NC(=O)CN(C)C(=O)c2ccc(N3CCCC3)c([N+](=O)[O-])c2)cc1	1	89	-5	-6	0.3	-11	0.8	-2.4	0	5
CCOC(=O)c1c(NC(=O)c2cccc(N3C(=O)CCC3=O)c2)sc(C)c1C	0	98	48	2	-0.2	-2	-2.0	-1.1	4	15
CCCCN(C)C(=O)c1sc(=O)n(Cc2ccc(Cl)c(Cl)c2)c1C	-6	96	-2	0	0.1	-8	-3.2	1.4	3	-5
CCOC(=O)C1CCN(CC(O)COCc2ccc(Cl)cc2)CC1 (stereo not drawn)	-1	94	-1	-1	-0.2	2	-0.5	-0.7	1	0
CC1CN(CCOc2ccccc2-c2ccccc2)CC(C)O1 (stereo not drawn)	-2	99	-3	-4	0.0	7	-1.3	0.0	-1	2
Cc1ccc(S(=O)(=O)N2[C@@H](c3ccc(Br)cc3)C(C(=O)O)=CC[C@H]2c2ccc(Cl)cc2)cc1	0	99	-4	0	-0.1	1	2.1	-0.1	-3	13
Cc1ccc(-c2nnc(CCC(=O)NCc3csc(C)n3)o2)s1	3	100	-2	2	-0.3	-1	-0.5	-0.6	-7	5
Cc1nn(Cc2ccccc2Cl)c(Cl)c1/C=C/C(=O)OCC(=O)NC(N)=O	0	96	9	0	0.1	-4	-0.6	-0.5	2	-15
Later entries
SMILES	Glyco luc inh	ABCB6 inh MLPCN	H9c2 protect	HTR2A ag	aDG glyco act	ABHD5-PLIN5 inh	iPSC survival up	MC4R barr agon	Exocytosis inh	MC4R antag cAMP
CSc1sccc1/C=C(/C#N)C(=O)c1ccco1	4	106	2	-8	-0.1	17	0.7	1.4	-7	5
c1ccc(Oc2nc3ccccc3n3cccc23)cc1	-2	100	5	-3	0.0	-13	-1.1	-0.3	0	-1
CCCN(C(=O)c1ccco1)c1nnc(-c2cccc(C)c2)s1	-2	99	7	-4	-0.2	-8	-1.4	1.3	-13	3
COc1ccccc1/C=N/NC(=O)c1ccc(Br)cc1	1	93	0	-5	0.4	-12	-0.7	-1.1	-5	-8
Cc1cc(=O)[nH]c(NNC(=O)c2ccc(Cl)cc2)n1	0	98	2	2	-0.4	1	-2.2	-0.9	0	8
Cc1cccc(N2CCN(C(c3ccncc3)c3nnnn3C(C)(C)C)CC2)c1C (stereo not drawn)	-4	88	7	0	0.2	-4	0.1	-0.7	1	15
O=C(NN1CCOCC1)c1ccc([N+](=O)[O-])cc1	1	102	-1	-1	0.0	-11	-0.2	-1.5	1	7
COc1ccc(C2/C(=C(/O)c3ccc(Br)cc3)C(=O)C(=O)N2C)cc1 (stereo not drawn)	2	101	16	3	0.2	0	-0.5	-1.2	-5	-7
CCN(CC)c1ccc(/C=N/NC(=S)NCc2ccco2)cc1	-4	85	-6	0	1.6	-9	-0.7	-1.5	26	4
CC(C)(C)c1cc(NC(=O)c2cc(F)c(F)c(F)c2F)no1	-1	97	7	12	0.2	-2	2.3	3.4	1	2
CCOC(=O)c1c(C)oc2c1cc(NS(=O)(=O)c1ccc(C(=O)O)cc1)c1ccccc12	2	104	-3	-6	0.0	-6	-0.4	-0.9	4	-7
Cc1ccc(S(=O)(=O)c2c(O)c3ccc(C(=O)O)cc3[nH]c2=O)cc1	0	98	0	-5	0.2	-3	0.1	-1.3	-6	19
CCOC(=O)C(C)Sc1nnc(CSc2nc3nc(C)cc(C)n3n2)o1 (stereo not drawn)	2	94	4	2	0.0	6	2.4	1.2	1	11
O=C(Cc1ccc(Br)cc1)NCc1ccccc1	23	119	-2	1	0.3	-11	0.1	-1.2	13	-18
O=C(Nc1cccc(C(F)(F)F)c1)Oc1ccc(Cl)c2cccnc12	-8	99	-16	-4	-0.1	-4	-0.1	-0.1	-9	10
COc1ccc(S(=O)(=O)Nc2cccc3c2O[C@H](CN(C)C(=O)Nc2ccccc2)[C@@H](C)CN([C@H](C)CO)C3=O)cc1	2	102	8	0	-0.2	1	0.2	-1.2	2	5
c1ccc(-c2nnsc2-c2ccccc2)cc1	-1	96	-4	7	-0.1	0	0.0	4.1	-9	-4
COCCNC(=S)N(CCc1c(C)[nH]c2ccc(Cl)cc12)Cc1cccnc1	-3	96	4	-6	0.0	5	-0.3	-0.4	9	3
COc1cccc2c(=O)n(CC(=O)Nc3ccccc3F)ccc12	-5	97	5	2	-0.2	0	-0.4	-1.0	-1	8
Cc1ccc(C(=O)N2CCCC2)cc1S(=O)(=O)Nc1cccc(C)c1C	0	96	7	1	1.8	4	0.2	-1.0	1	6
CC(C)c1cc(=O)n2[nH]c(SCc3ccccc3Cl)nc2n1	-2	101	3	0	0.0	4	-0.4	-0.4	5	15
CCOC(=O)C1CCN(C(=O)c2oc3ccc(S(=O)(=O)N4CCCCCC4)cc3c2C)CC1	-1	96	-12	0	-0.2	0	-2.9	-2.3	-3	15
COC(=O)c1ccc(N2CN=C(c3ccc(C)cc3)NC2=S)cc1	0	105	-4	-1	-0.2	-4	-3.0	-1.2	4	-4
CC1Sc2ccc(S(=O)(=O)CCC(=O)NCc3cccs3)cc2NC1=O (stereo not drawn)	-1	102	2	-1	-0.2	-6	-0.4	-0.7	-7	1
Cc1cccn2c(=O)c3cc(C(=O)NC4CCCCC4C)n(C)c3nc12 (stereo not drawn)	3	100	4	2	0.7	-4	-0.6	-2.2	-1	3
New compounds follow:
SMILES	Glyco luc inh	ABCB6 inh MLPCN	H9c2 protect	HTR2A ag	aDG glyco act	ABHD5-PLIN5 inh	iPSC survival up	MC4R barr agon	Exocytosis inh	MC4R antag cAMP
COc1ccc(Br)cc1CNc1ccc2[nH]c(=O)[nH]c2c1	4	98	2	-6	0.0	-7	2.5	-3.6	-6	0
CC(=O)Nc1cccc(-c2csc(Nc3ccc(Cl)cn3)n2)c1	-4	95	-10	-4	-0.3	-2	-0.8	-3.0	-1	9
O=C(N/C(=C/c1ccccc1)C(=O)N1CCCCC1)c1ccccc1	-3	98	15	-1	0.1	-2	-0.4	-4.6	-2	3
Cc1ccc(N(C)C(=O)c2cc(S(=O)(=O)N3CCCCC3)c[nH]2)cc1	-7	106	6	-4	3.4	6	-1.4	0.6	-5	-2
Cc1ccc(N/C(SCc2ccccc2C)=C(/C#N)C(=O)NCc2ccco2)cc1C	-3	87	-11	-6	-0.3	-3	-3.7	0.0	4	26
N#Cc1ccccc1NC(=O)C1SC(=Nc2ccccc2)C(C(=O)Nc2ccc(Cl)cc2)=C1N (stereo not drawn)	-5	94	-23	0	0.2	-11	-0.5	-2.4	-1	13
COc1ccccc1NS(=O)(=O)c1ccc(NC(=O)Cc2cccs2)cc1	-3	101	-6	-2	-0.1	-7	-2.4	1.5	-2	2
Cc1cccc(N(C)S(=O)(=O)c2ccc(-c3cc(C)no3)s2)c1	?	94	-7	2	-0.2	-4	-0.3	-4.9	17	-25
CN(Cc1ccccc1)C(=O)Nc1ccccc1	3	93	6	6	-0.2	-1	-2.6	-0.4	-1	3
Cn1c(SCC(=O)Nc2ccc3c(c2)OCO3)nnc1C(F)(F)F	1	99	5	10	0.2	1	1.3	2.5	0	1
COc1ccc(NC(=O)c2ccc(NC(=O)c3cccnc3)cc2)cc1	2	98	-1	-1	0.1	2	1.6	-0.2	-2	-6
Cc1ccccc1C(=O)N1CCC(n2nccc2NC(=O)C2CC2)CC1	0	104	0	11	0.0	4	0.1	-3.9	33	8
CC(=O)Nc1ccc(/C(C)=N/NC(=O)c2ccncc2)cc1	2	103	-7	-2	-0.4	-2	0.7	-2.6	-4	16
CSc1cccc(NC(=S)N(CCCN2CCCC2)Cc2cccs2)c1	-1	97	8	43*	0.1	4	-0.9	0.0	1	10
O=C(NC1CCCc2ccccc21)c1n[nH]c(=O)c2ccccc12 (stereo not drawn)	4	97	45	-1	-0.1	-7	-0.5	0.0	-2	7
COc1ccc(N2CC(NS(=O)(=O)c3ccc4ccccc4c3)CC2=O)cc1OC (stereo not drawn)	-1	94	-2	9	0.1	-2	-0.5	-3.1	-2	-2
CCOC(=O)N1CCC(NC(=O)c2cnn3ccccc23)CC1	1	103	8	-2	0.7	4	1.1	-0.9	4	-1
COc1cc(CNCCc2c[nH]c3ccccc23)ccc1OCc1ccc(F)cc1	2	102	-38	6	2.9	33*	-5.6	9.2*	35	-2

No enrichment for hits; overall some 4.5% were active at least once.
